Bioassay records from PubChem.
zfTRPN1 agonist: zebrafish TRPN1 channel agonists, primary screen, cell-based, HEK293, calcium fluorescence; transient receptor potential cation channel N1 (TRPN1/NompC), Danio rerio; HEK293 zebrafish TRPN1-YFP, Fluo-8 calcium fluorescence; 100% = response to 87 µM carbachol; activation, % at 3 µM; hit rate 0.18% among 220,000; AID 1424, 2008;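 active means activation above its plate's cutoff, the mean activation of test wells on that plate plus 3 SD, cut at about 19% in these data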;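 further: 0% = DMSO alone and 100% = 87 µM carbachol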
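Material: zebrafish TRPN1-YFP in HEK293 cells; Doses: single test compound dose, 3 µM nominal, 0.3% DMSO; Timing: dye loading 1 h at 37 °C, then 30 min room temperature; Technique: intracellular calcium fluorescence with Fluo-8; Benchmarks: high carbachol 87 µM, low DMSO alone.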
RBBP9 inh: human RBBP9 inhibitors, primary screen, biochemical, fluorescence polarization, FP-Rh probe, HTS | AID 1515, 2009 | hit rate 0.2% among 220,000 | recombinant RBBP9 | inhibition, % at 7.94 µM | Serine hydrolase RBBP9 (Homo sapiens), O75884;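 active means inhibition above the campaign mean of all tested compounds plus 3 SD, cut at about 14% in these data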;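 further: plate controls were DMSO wells with RBBP9 for no effect and wells lacking RBBP9 protein for full effect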
Target sequence (O75884 whole entry, looked up): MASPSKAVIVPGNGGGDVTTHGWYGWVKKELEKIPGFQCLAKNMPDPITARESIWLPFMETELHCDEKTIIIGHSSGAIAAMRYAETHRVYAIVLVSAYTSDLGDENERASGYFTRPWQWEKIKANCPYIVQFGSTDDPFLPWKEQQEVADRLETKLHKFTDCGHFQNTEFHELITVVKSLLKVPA
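System: RBBP9 protein / Buffer or medium: Tris/NaCl buffer pH 8.0 with 0.1% Pluronic / Probe or stimulus: Serine-hydrolase probe FP-Rh, 375 nM pre-mixing / Dosing: 7.94 µM single dose, 0.794% DMSO / Times: enzyme-compound preincubation 30 min, then probe labeling 45 min, 25 °C / Technique: fluorescence polarization (mP), excitation 525 nm, emission 598 nm / Replication: singlicate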
Wee1 stabilizer: Wee1 degradation inhibitors, primary screen, cell-based, HeLa, Wee1K328M-luciferase, luminescence; Wee1-like protein kinase (Homo sapiens), P30291; HeLa Luc-Wee1K328M stability; 100% = proteasome inhibitor MG132 effect; reporter increase, % at 5 µM; hit rate 1.2% among 220,000;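 active means activation above the mean of all tested compounds plus 3 SD, set per screening run, cut at about 8.8% in these data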;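 further: cells exposed to compound for 20 h before luminescence read; 0% = DMSO alone and 100% = MG132 at 30 µM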
Target sequence (P30291 whole entry K328M): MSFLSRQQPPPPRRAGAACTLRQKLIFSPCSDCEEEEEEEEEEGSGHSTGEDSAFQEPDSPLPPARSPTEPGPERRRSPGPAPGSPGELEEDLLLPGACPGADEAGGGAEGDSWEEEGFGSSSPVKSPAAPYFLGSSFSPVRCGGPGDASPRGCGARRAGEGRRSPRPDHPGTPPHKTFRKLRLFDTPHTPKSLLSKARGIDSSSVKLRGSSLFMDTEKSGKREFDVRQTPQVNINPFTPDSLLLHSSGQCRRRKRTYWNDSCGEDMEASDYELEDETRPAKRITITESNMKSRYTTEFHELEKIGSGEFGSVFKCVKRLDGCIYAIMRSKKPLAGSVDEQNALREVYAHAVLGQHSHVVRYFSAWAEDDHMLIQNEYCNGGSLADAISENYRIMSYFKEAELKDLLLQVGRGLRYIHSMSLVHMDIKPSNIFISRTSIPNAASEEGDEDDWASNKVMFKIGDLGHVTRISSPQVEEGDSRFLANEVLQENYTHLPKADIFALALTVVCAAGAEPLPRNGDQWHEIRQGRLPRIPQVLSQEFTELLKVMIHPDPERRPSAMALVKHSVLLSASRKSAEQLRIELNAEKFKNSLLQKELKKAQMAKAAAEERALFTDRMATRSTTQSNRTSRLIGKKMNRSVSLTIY
Ba/F3 V617F tox: reduced viability of JAK2V617F-dependent Ba/F3 cells, primary screen, JAK2V617F inhibitor project, cell-based, Ba/F3 EpoR-JAK2V617F, luminescence; ATP luminescence; AID 1446, 2008; hit rate 1.1% among 220,000; inhibition, % at 5.6 µM;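 active means inhibition above the campaign mean plus 3 SD over all tested compounds, cut at about 24% in these data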;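 further: cytokine-independent growth of Ba/F3 cells driven by EpoR plus mutant JAK2; 0% = DMSO-treated cells and 100% = JAK inhibitor I control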
CHOP inhibitor: inhibitors of CHOP promoter induction, primary screen, cell-based, unfolded protein response, luciferase reporter; hit rate 3.8% among 220,000; inhibition, % at 10 µM; CHO-K1 CHOP-promoter luciferase, tunicamycin-induced, 15-18 h;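 active means compounds that reduced the stress-induced luciferase reporter signal by more than about 70% of percent inhibition, limit read from the data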;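 further: 0% = tunicamycin plus vehicle and 100% = wells without tunicamycin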
TRPML3 agonist: human TRPML3 channel agonists, primary screen, cell-based, HEK293 TRPML3-YFP, Fluo-8 calcium fluorescence, 3 µM | Mucolipin-3 (Homo sapiens), Q8TDD5 | 100% = the carbachol control signal | activation, % at 3 µM | hit rate 0.29% among 220,000 | AID 1448, 2008;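 active means activation above its plate's cutoff, the mean activation of the plate's test wells plus 3 SD, cut at about 12% in these data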;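 further: 0% = DMSO only wells and 100% = carbachol wells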
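Test system: TRPML3-YFP stable HEK293 cells. Doses: single point at 3 µM. Incubation: dye loading 1 h 37 °C then 30 min ambient, 125 s read. Signal: Fluo-8 calcium dye fluorescence, ex 470-495, em 515-575 nm. Measure: percent activation from peak-to-basal fluorescence ratio, scaled between DMSO and carbachol.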
PPC-1+TRAIL kill: compounds killing PPC-1 cancer cells with TRAIL present, primary screen, TRAIL potentiator project, ATPLite luminescence, uHTS; hit rate 0.41% among 220,000; AID 1443, 2008; PPC-1 cells + TRAIL, ATPLite viability luminescence; cell killing (% activity), % at 4 µM;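 active means cell killing above 50% in the first pass at 4 µM, then a duplicate retest at 5 µM averaging 50% or more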;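 further: plate controls were cells with TRAIL plus DMSO for no effect and medium-only wells lacking cells for full effect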
TNF necrop inh: inhibitors of TNF-alpha triggered necroptosis, primary screen, cell-based, Jurkat FADD-/-, single concentration; activation (protection from cell death), % at 10 µM; AID 463075, 2010; Jurkat FADD-/- TNF necroptosis rescue, ATP luminescence, 24 h; 0 = TNF only, 100 = no-TNF cells; hit rate 0.068% among 220,000;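 active means activation, meaning protection from cell death, of at least 50% relative to plate controls; inactive means activation below 50%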;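 further: necroptosis triggered by 40 ng/mL TNF-alpha added together with compound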
BaF3 parental: parental Ba/F3 cell viability inhibition, counter-screen for JAK2V617F inhibitor project, murine pro-B, CellTiter-Glo luminescence; CellTiter-Glo ATP luminescence; inhibition, % at 5.6 µM; AID 1486, 2009; hit rate 1.1% among 220,000;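 active means inhibition above a per-campaign cutoff, the mean inhibition of all tested compounds plus 3 SD, cut at about 27% in these data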;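 further: 0% = DMSO wells and 100% = JAK Inhibitor I control wells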
* = called active by the depositor; / = no result given. Not a hit list; about 6.8% have a hit in one of these screens.

SMILES	zfTRPN1 agonist	RBBP9 inh	Wee1 stabilizer	Ba/F3 V617F tox	CHOP inhibitor	TRPML3 agonist	PPC-1+TRAIL kill	TNF necrop inh	BaF3 parental
CCN(CC)c1nc(N)c([N+](=O)[O-])c(NCCO)n1	-1.7	-7	-4	-3	42	0.6	-4	1.0	-2
Cc1ccc(S(=O)(=O)NNC(=S)NC(C)(C)C)cc1	0.6	11	-1	-2	-13	0.9	7	5.4	0
Cn1ccnc1Sc1cc(Cl)ccc1[N+](=O)[O-]	-0.5	-3	3	5	11	-0.3	17	0.0	5
COCCn1c(CN2CCc3ccccc3C2)nc2c1c(=O)n(C)c(=O)n2C	-1.0	0	3	-3	-5	0.7	5	0.4	3
COc1ccc2[nH]cc(C(=O)CN3CCC(C)CC3)c2c1	0.4	2	8	-1	22	1.2	13	2.7	3
COc1cc(/C=N/NC(=O)c2ccncc2)ccc1OCc1cnc(Cl)s1	0.7	-2	-2	-3	-22	0.9	25	0.9	3
CCCCCCCC(=O)NC1=NC(=O)C(C)(C)S1	-1.8	-5	2	3	-9	-1.3	-8	-0.4	0
Cn1c(=O)c2c(ncn2CC(=O)OCC(=O)NCc2ccc(Cl)cc2)n(C)c1=O	0.5	-1	-1	0	-1	0.8	-4	2.9	8
COc1ccc(CNC(=O)C/C(C)=N/NC(=O)c2ccc([N+](=O)[O-])cc2Cl)cc1	-0.4	-6	-2	-4	5	0.6	/	0.1	-3
O=c1cc(N2CCN(c3ccccc3)CC2)[nH]c(=O)n1Cc1ccc(F)cc1	-0.1	-1	-1	-2	38	-0.4	29	1.3	1
Cc1cc(=O)oc(C)c1C(=O)NCc1ccccc1	0.0	3	0	-4	14	0.0	13	-0.2	-1
Cc1cccc(-n2nc(C)cc2N)c1	-1.0	-4	-2	-1	-13	0.4	4	-1.0	0
C/C(=N\N1CCN(C)CC1)c1ccc(OC(F)F)cc1	0.1	-8	0	-1	4	0.8	2	-0.2	1
COc1cccc(O[C@@H]2O[C@@H]3COC(C)(C)O[C@H]3[C@H](O)[C@H]2NC(C)=O)c1	0.2	-8	-1	-2	10	3.6	0	0.7	4
Fc1ccc(Nc2cccc3nccnc23)cc1	-2.3	-14	-2	0	6	-0.3	3	-0.2	4
CC(C)OCCCNC(=O)C(=O)NCCCOC(C)C	0.2	0	3	-3	-8	-0.1	-20	-1.2	-2
O=C(NCc1ccc(Cl)cc1)c1cnn2ccccc12	-0.1	-2	5	-1	11	-0.1	18	15	7
O=C(COC(=O)CNC(=O)c1ccc(Br)cc1)NCCC1=CCCCC1	-1.2	2	1	2	7	-1.1	-11	-0.2	4
CCn1nc(NS(=O)(=O)c2ccccc2)c2cc3cccc(C)c3nc21	-0.8	-3	0	-4	40	0.8	4	-0.5	0
CCc1ccc(/C=N/NC(=O)C(=O)NCCCN2CCOCC2)cc1	-1.1	-6	2	0	48	0.4	-10	-0.3	7

Three entries already listed, ordered by count of non-hydrogen atoms, ascending:
SMILES	zfTRPN1 agonist	RBBP9 inh	Wee1 stabilizer	Ba/F3 V617F tox	CHOP inhibitor	TRPML3 agonist	PPC-1+TRAIL kill	TNF necrop inh	BaF3 parental
Cc1cccc(-n2nc(C)cc2N)c1	-1.0	-4	-2	-1	-13	0.4	4	-1.0	0
Fc1ccc(Nc2cccc3nccnc23)cc1	-2.3	-14	-2	0	6	-0.3	3	-0.2	4
CC(C)OCCCNC(=O)C(=O)NCCCOC(C)C	0.2	0	3	-3	-8	-0.1	-20	-1.2	-2

The listing picks up, repeating the 4 entries before the break.
SMILES	zfTRPN1 agonist	RBBP9 inh	Wee1 stabilizer	Ba/F3 V617F tox	CHOP inhibitor	TRPML3 agonist	PPC-1+TRAIL kill	TNF necrop inh	BaF3 parental
O=C(NCc1ccc(Cl)cc1)c1cnn2ccccc12	-0.1	-2	5	-1	11	-0.1	18	15	7
O=C(COC(=O)CNC(=O)c1ccc(Br)cc1)NCCC1=CCCCC1	-1.2	2	1	2	7	-1.1	-11	-0.2	4
CCn1nc(NS(=O)(=O)c2ccccc2)c2cc3cccc(C)c3nc21	-0.8	-3	0	-4	40	0.8	4	-0.5	0
CCc1ccc(/C=N/NC(=O)C(=O)NCCCN2CCOCC2)cc1	-1.1	-6	2	0	48	0.4	-10	-0.3	7
Cc1ccccc1-c1nnc(-c2ccccc2)o1	-0.8	-5	1	-1	-14	-0.3	34	-0.8	2
O=S(=O)(Cc1ccccc1)N1CCCCCC1	0.7	4	3	3	20	-0.1	4	-0.7	8
COc1cc(=O)n(C)c2cc(N(C)C)ccc12	0.0	7	-1	-3	12	0.5	10	-2.8	5
COc1cccc(C(=O)N(Cc2cc3cc(C)ccc3[nH]c2=O)C(C)C)c1	-0.6	3	0	-5	6	0.0	0	-1.3	-1
COc1ccc(C2CC(=O)c3c(C)nc(N4CCN(c5ccccc5)CC4)nc3C2)cc1 (stereo not given)	0.9	2	-2	-1	32	-0.2	4	2.4	-2
CC(/C=N/NC(=O)Cn1nnc(N)n1)=C\c1ccc(C(C)C)cc1	0.6	-7	3	-1	1	-0.5	23	-3.6	-1
Cn1nnnc1SCc1nc2scc(-c3ccccc3)c2c(=O)[nH]1	3.0	-2	-3	0	27	1.6	21	-2.4	2
CC(Sc1nc2c(c(=O)n(C)c(=O)n2C)n1Cc1cc2c(cc1Cl)OCO2)C(=O)O (stereo not given)	0.8	-5	6	-4	1	0.2	-12	1.2	-2
CCOC(=O)C(C(=O)Nc1cccc(C)n1)C1CCCCC1 (stereo not given)	-0.5	-5	0	1	19	-0.2	-9	-0.1	1
COc1cccc(C(=O)Oc2c(CN3CCOCC3)cc(Cl)c3cccnc23)c1	-0.2	-1	-1	-1	-58	0.6	15	-20	2
Cc1ccc(S(=O)(=O)c2nc(C)oc2N2CCOCC2)cc1	0.3	-4	-1	-5	17	0.7	10	0.7	4
COn1c(-c2ccccc2)nc2c1CCc1nonc1-2	-0.3	1	1	-2	34	0.8	6	0.2	0
COc1ccccc1NC(=S)NNC(=O)c1cc(C)n(C)n1	0.3	-3	4	5	24	0.4	12	-1.1	6
CCOc1ccc(-c2nnc3ccc(SCC(=O)Nc4nc5ccc(C)cc5s4)nn23)cc1	-1.1	-15	1	1	16	0.2	18	3.7	10
CC(C)N1CCN(Cc2cccn2-c2nccs2)CC1CCO (stereo not given)	-0.4	3	-3	3	-14	-0.1	4	0.0	7
O=C(Cn1ccc2ccccc2c1=O)Nc1ccc2c(c1)OCO2	-1.3	-2	0	-2	15	-0.5	14	0.5	-1
Cc1ccc2cccc(S(=O)(=O)N3CCCc4ccccc43)c2n1	4.6	-3	-2	0	61	2.5	16	-1.6	5
Cc1ccc(C)c(NC(=O)CSc2ccc(-c3ccco3)nn2)c1	0.2	-1	1	-2	39	-0.3	22	1.0	5
CSc1ccccc1C(=O)Nc1nc2ccccc2c(=O)[nH]1	1.6	-1	0	6	-19	0.8	14	0.5	12
COc1ccc(CC(=O)N2CC(=O)N(CCc3ccccc3)C(=O)C2)cc1	0.9	8	-1	0	5	0.0	12	-0.4	4
COC(=O)Cc1ccc(NC(=S)NCc2ccc(OC)cc2)cc1	-2.2	5	3	-1	22	-0.1	4	-2.0	2
CCCCN(C(=O)CSc1nnc(-c2ccccc2OC)n1C)c1c(N)n(Cc2ccccc2)c(=O)[nH]c1=O	0.5	-5	0	1	-3	0.3	12	1.7	3
CC1=C(C(=O)Nc2ccccc2)C(c2ccc(C)o2)n2ncnc2N1 (stereo not given)	-0.5	-7	1	-2	24	0.7	-8	-0.3	6
Cn1cc(C(=O)N/N=C/c2ccc(Br)c([N+](=O)[O-])c2)c2ccccc21	0.6	0	0	-5	-39	0.5	37	-2.8	5
Nc1c(C(=O)O)sc2nc(-c3ccc(F)cc3)cc(-c3ccccc3)c12	0.5	3	2	2	7	0.1	7	-1.5	-2
COc1cccc(Nc2nnc(SCC(=O)N(CC(C)C)CC(C)C)s2)c1	-0.2	-11	1	0	57	0.2	-12	1.4	6
CCOc1ccc(C(=O)Nc2nc3ccccc3[nH]2)cc1OCC	10	-6	9.3*	-2	20	5.0	9	-8.3	7
CCOC(=O)C1=C(C)NC(C)=C(C(=O)OCC)C1C(=O)OC1CCOC1=O (stereo not given)	1.0	-3	4	3	34	0.0	27	-1.7	5
Cc1[nH]c(-c2ccccn2)nc(=S)c1Cl	0.3	5	-3	-4	-43	1.0	-8	-13	0
CCN(Cc1ccncc1)S(=O)(=O)c1ccc(C(C)=O)cc1	6.9	-3	-1	0	/	2.7	8	-8.1	6
COc1ccc2ccccc2c1CNC(=O)CC1C(=O)NCCN1CC(C)C (stereo not given)	-1.8	5	-1	-3	16	0.2	3	0.9	0
O=C(c1ccccc1Oc1ccccc1)N1CCN(c2ccccc2F)CC1	-1.7	-3	0	-2	63	-0.6	5	0.0	2
Cc1c(Br)c([N+](=O)[O-])nn1CC(=O)N1CCCc2ccccc21	0.3	-9	3	-3	-29	0.3	19	3.6	1
Cc1ccc(C23CC4CC(CC(NC(=O)NCCN(C)C)(C4)C2)C3)cc1	0.9	1	2	-5	21	0.1	-9	-4.3	0
C/C(=N/NC(=O)c1ccncc1)c1c[nH]c2ccccc12	0.3	7	-1	-2	6	0.8	2	-1.0	-1
S=C(NCc1ccncc1)NC1CCCCC1	0.9	-2	-1	-2	-2	1.0	4	-0.9	3
CC1CC2(C)Oc3ccccc3CC2C(C)C1CNCCCN(C)C (stereo not given)	0.1	14	3	102*	10	0.9	14	-14	104*
CC1CCCCN1C(=O)CCn1c(=S)oc2ccccc21 (stereo not given)	0.1	-4	-2	16	4	-0.1	-8	6.8	50*
